High-throughput results: PubChem, National Center for Advancing Translational Sciences (NCATS)
KCNH2 3.1 inh = blocks the human KCNH2 3.1 channel isoform; U2OS KCNH2 3.1, thallium flux FluxOr; active compounds read low; activity change, % (tested at about 1.8 µM); 340,000 tested, 0.95% active;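 active = maximum activity change below -70%; inconclusive = maximum activity change from -70% to -50%; inactive = maximum activity change above -50%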;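 also: thallium influx rate constant from kinetic fluorescence after stimulation buffer; % is scaled to controls: 0 for no effect and ±100 for the full control effect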
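Steps: virus added to U2OS suspension (4 h, RT, dark); medium with 10% FBS added, cells plated, 37 C overnight; FluxOr/Red40 loading buffer 45 min RT; stimulation buffer, 2 min kinetic read; rate constant normalized.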
B2AR arrestin = agonists driving beta-arrestin recruitment to human beta2-adrenergic receptor; P07550; Potency, µM (highest dose often 46.1 µM), inactives show at the highest dose activation, actives largely listed as activators; AID 492947; 330,000 tested, 0.02% active; beta-arrestin recruitment to beta2AR, cell-based reporter;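 also: potency is read from the fitted curve at half-maximal effect; 0% = DMSO controls and full agonism = EC100 isoproterenol or metaproterenol; nearly all actives have a fitted effect of over 65% in size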
Giardia killer = kills Giardia lamblia; AID 540267; Giardia lamblia trophozoite viability; activity change, % at 7.66 µM, hits read low; 340,000 tested, 0.15% active; in the data active = activity change below about -80%; inconclusive = between about -30% and that limit;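 also: parasites exposed to compound for two days anaerobically before the ATP read; % is scaled to controls: 0 for no effect and ±100 for the full control effect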
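Giardia trophozoites, 100 cells per well, were exposed to compounds for 48 hrs at 37 deg C under anaerobic conditions; viability was then read as ATP content by bioluminescence after 15-30 min at room temperature.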
Coupling enz = inhibits coupling enzyme system, counter-screen for aldolase hits; activity change, negative = inhibition, % at 58.2 µM, hits read low; 290,000 tested, 0.67% active; coupling enzyme system counterscreen, AmpLite Red fluorescence; AID 2472; in the data active = activity change below about -30%; also: % is scaled to controls: 0 for no effect and ±100 for the full control effect
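Coupling enzymes only (glyceraldehyde-3-phosphate) + compound, at 57.5 uM final, 10 min RT; add substrate/coupling/AmpLite Red mix, 20 min RT; fluorescence ex 525/em 598 nm. Actives flag coupling-system interference.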
MLL CXXC-DNA inh = MLL CXXC-DNA interaction inhibition | Q03164 | MLL-CXXC / FITC-HOXA9 DNA fluorescence polarization | Potency, µM (titrated, usually from 115 µM), inactives show top-dose activity change, negative = inhibition, actives largely listed as inhibitors | 290,000 tested, 0.037% active | AID 2662; active = well fitted inhibition curve with a large enough effect in the polarisation, with a control signal flat, not every such curve was filed as active; inconclusive = small, poorly fitted or top-dose-only effect, or effect the other way, or a change in a side signal; inactive = no such curve, though single readings can be large or run the other way; the % refers to the polarisation; also: potency is read from the fitted curve at half-maximal effect
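Purified MLL-CXXC (added from a 7 uM solution) was preincubated 5 min at ambient with pinned compounds in 50 mM Tris-HCl pH 7.5, 50 mM NaCl, 1 mM DTT, 0.05% BSA. Fluorescein-labeled HOX-A9 DNA (50 nM solution) followed, 30 min, then polarization read.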
GALK inh = blocks human galactokinase activity; P51570; Purified GALK, Kinase-Glo residual ATP luminescence; Potency, µM (titrated, usually from 57.5 µM), without a hit: at the top dose activity change, negative = inhibition, most hits filed as inhibitors; 270,000 tested, 0.007% active; also: potency is read from the fitted curve at half-maximal effect; % is scaled to controls: 0 for no effect and ±100 for the full control effect
Target sequence (P51570 whole entry, looked up): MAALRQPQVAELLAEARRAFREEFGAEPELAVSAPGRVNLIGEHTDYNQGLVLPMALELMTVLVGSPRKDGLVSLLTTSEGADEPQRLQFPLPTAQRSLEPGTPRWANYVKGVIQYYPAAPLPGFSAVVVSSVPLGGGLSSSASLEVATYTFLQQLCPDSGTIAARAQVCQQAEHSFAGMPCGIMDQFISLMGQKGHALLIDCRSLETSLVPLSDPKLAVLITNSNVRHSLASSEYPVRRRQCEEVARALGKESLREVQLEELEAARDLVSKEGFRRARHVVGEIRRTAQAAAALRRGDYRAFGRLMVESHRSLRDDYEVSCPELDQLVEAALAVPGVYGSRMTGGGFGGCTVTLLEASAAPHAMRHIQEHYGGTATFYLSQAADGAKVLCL
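ATP-depletion format; final 35 uM ATP, 100 uM D-galactose, 5 nM enzyme; pH 8.0 HEPES/Mg2+ buffer; 60 min RT; luminescence read 10 min after detection reagent.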
PKM2 activator = increases activity of human pyruvate kinase M2; purified PKM2, Kinase-Glo ATP luminescence, activation; response scale: 0% is enzyme alone, no compound; Potency, µM (top dose mostly 57.5 µM), for inactives: top-dose activation, usual class: activators; 260,000 tested, 0.34% active; AID 1631; also: potency is read from the fitted curve at half-maximal effect; % is scaled to controls: 0 for no effect and ±100 for the full control effect; nearly all actives have a fitted effect of over 55% in size
Target sequence (P14618 whole entry, looked up): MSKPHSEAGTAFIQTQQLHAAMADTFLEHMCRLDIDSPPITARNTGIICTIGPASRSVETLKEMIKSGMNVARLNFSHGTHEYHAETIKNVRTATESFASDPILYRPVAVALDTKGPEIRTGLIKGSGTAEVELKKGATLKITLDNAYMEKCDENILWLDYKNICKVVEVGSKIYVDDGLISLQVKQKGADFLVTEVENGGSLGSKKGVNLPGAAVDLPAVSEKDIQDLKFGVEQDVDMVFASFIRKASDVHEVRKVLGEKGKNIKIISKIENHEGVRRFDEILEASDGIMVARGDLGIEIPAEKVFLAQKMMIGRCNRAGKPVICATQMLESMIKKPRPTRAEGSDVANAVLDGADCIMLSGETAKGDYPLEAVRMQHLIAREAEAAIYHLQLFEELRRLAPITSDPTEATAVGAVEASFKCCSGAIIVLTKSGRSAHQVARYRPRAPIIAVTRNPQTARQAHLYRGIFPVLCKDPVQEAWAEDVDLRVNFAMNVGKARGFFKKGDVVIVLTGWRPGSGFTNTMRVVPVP
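ATP formation by purified human PK-M2, quantified via coupled luciferase luminescence after 1 h at room temperature with 0.1 mM ADP and 0.5 mM PEP final.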
USP2a block = blocks human ubiquitin-specific protease USP2a. O75604. 330,000 tested, 0.01% active. Potency, µM (highest dose often 38.3 µM), for the others: at the highest dose activity change, negative = inhibition, hits mostly inhibitors. USP2 core, Ub-CHOP2 coupled fluorogenic reporter, 485/531;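 also: potency is read from the fitted curve at half-maximal effect; plate controls were DMSO wells for no effect and full inhibition by NEM control for full effect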
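Cell-free coupled assay: 10nM USP2 core preincubated 30min RT with compound in Tris-HCl pH 8.0/CaCl2/CHAPS buffer, then 25nM Ub-CHOP2 and 25nM reporter substrate; fluorescence (Ex 485/Em 531) read after 60min RT, normalized to NEM inhibition, concentration-response curves fitted.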
Menin-MLL TR inh = menin-MLL binding inhibition, Texas Red mutant peptide; 270,000 tested, 0.23% active; Menin + Texas Red MLL mutant peptide, fluorescence polarization; AID 1768; Potency, µM (highest dose often 61.6 µM), inactives show top-dose FP activity change, negative = inhibition, usual class: inhibitors; O00255; active = well fitted inhibition curve with a large enough effect in the polarisation, with a control signal flat, not every such curve was filed as active; inconclusive = small, poorly fitted or top-dose-only effect, or effect the other way, or a change in a side signal; inactive = no such curve, though single readings can be large or run the other way; the % refers to the polarisation; also: potency is read from the fitted curve at half-maximal effect; % of control where 0% means no effect; many of its hits are not listed in these tables
TRPV1 ag = agonists of human vanilloid receptor 1 (TRPV1); TRPV1-expressing cells, Fluo-8 calcium influx, agonist mode; AID 540275; Q8NER1; activation, % at 8.33 µM; 320,000 tested, 0.19% active; in the data active = activation above about 80%; inconclusive = between about 30% and that limit; also: 0% is about no effect
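Fluo-8 calcium influx in TRPV1-expressing cells, kinetic read (ex 480/em 520 nm). Compound added and read 3 min for agonist activity, followed by capsaicin at EC20 final and 2 min further read for enhancement.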
hERG WT inh = KCNH2 (human, wildtype) channel inhibition. U2OS, BacMam KCNH2, thallium flux FluxOr; active compounds read low. activity change, % at 1.84 µM. Q12809. 340,000 tested, 0.37% active;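 active = maximum activity change below -70%; inconclusive = maximum activity change between -70% and -50%; inactive = maximum activity change above -50%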; also: % is scaled to controls: 0 for no effect and ±100 for the full control effect
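U2OS cells transduced with wild-type KCNH2 virus are loaded with FluxOr dye for 45 min, and thallium flux is measured in kinetic reads before and after stimulation buffer. Rate constants are normalized to DMSO controls.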
* marks the source's active call; other numbers are inactive results; ? = inconclusive; . = not tested or not shown; & = joins results of further samples; [ ] = dose if it differs, or a comment. Unless noted, calls follow the shape of the dose curve; as a rule, active = well fitted curve in the direction sought with a large enough effect; inconclusive = small, poorly fitted or top-dose-only effect, or another doubt; inactive = no such curve, though single readings can be large; an effect the other way counts as inactive or inconclusive.

structure	KCNH2 3.1 inh	B2AR arrestin	Giardia killer	Coupling enz	MLL CXXC-DNA inh	GALK inh	PKM2 activator	USP2a block	Menin-MLL TR inh	TRPV1 ag	hERG WT inh
CC(=O)Nc1ccc(S(=O)(=O)Nc2c(C)n(C)n(-c3ccccc3)c2=O)cc1	17	0.0%	1	2	-3%	1%	-12%	-2%	-7%	2	-5
O=C(N=C1SC2CS(=O)(=O)CC2N1Cc1ccc(F)cc1)C1CC1 (stereo not given)	-14	-0.9%	9	-3	-3%	-2%	-1%	1%	15%	0	-8
COc1cccc(C(=O)Cn2c(N3CCCCC3)nc3c2c(=O)n(C)c(=O)n3C)c1	15	-0.4%	-3	1	-1%	10%	4%	-1%	-11%	-1	-9
O=c1ccccn1CCOc1ccccc1Cl	2	4.0%	-13	0	3%	2%	1%	-2%	-3%	-1	0
Cc1cc(NS(=O)(=O)c2ccc(NC(=O)N[C@H](C(=O)O)C(C)C)cc2)no1	-12	0.0%	-28	5	-4%	9%	.	1%	?	3	0
CCc1ccc(NCc2nc(-c3ccccc3)no2)cc1	-6	-1.5%	10	-2	8%	.	-2%	1%	10%	3	1
O=C(Nc1nnc(S(=O)(=O)N2CCN(c3ccc(F)cc3)CC2)s1)c1ccccc1	4	-1.2%	5	1	13%	5%	-1%	-3%	?	2	6
Cc1ccccc1NC(=O)NCCCN1CCCC1=O	13	0.4%	18	2	-2%	-3%	3%	2%	0%	-1	0
CCCn1nnc(NC(=O)c2cccnc2Cl)n1	-3	0.4%	-8	6	-7%	-2%	1%	1%	-1%	-4	-8
CCNc1nc(NC(N)=S)nc(NC(C)(C)C)n1	13	0.2%	-18	2	-6%	3%	0%	-1%	2%	-3	0
C/C(=N/NC(=O)c1cc(-c2ccc(Cl)s2)[nH]n1)c1ccco1	-4	0.4%	8	2	9%	-2%	1%	3%	.	16	1
CC(C)CNC(=S)NNC(=O)c1ccc(OC(F)F)cc1	-20	-0.2%	7	0	0%	-1%	-6%	-1%	-1%	1	-11
O=C(NCCCN1CCOCC1)c1cccs1	-2	-0.2%	-5	7	0%	-1%	13%	1%	6%	2	-10
COCCCN(C(=O)c1cc(C)oc1C)c1c(N)n(CC(C)C)c(=O)[nH]c1=O	-10	-0.1%	-10	.	.	.	.	-2%	.	3	-23
CN1C(=O)[C@H]2[C@@H](/C=C/c3ccccc3)N3C(=O)CN(CC4CC4)C(=O)[C@@]3(C)[C@H]2C1=O	11	0.3%	-18	-1	-3%	.	-1%	-1%	-20%	-5	-14
Clc1ccccc1Cn1nnc2c(N3CCOCC3)nc(C3CC3)nc21	-2	-0.3%	-2	3	1%	0%	0%	3%	-18%	5	23
Cc1cc(C)n(C(=O)COc2ccccc2C)n1	-7	-1.6%	-6	4	-11%	0%	-1%	1%	-2%	-2	-9
COc1ccc(C=O)cc1Cn1c(=O)n(CCC(=O)NCc2ccco2)c(=O)c2sccc21	3	0.1%	16	2	3%	-4%	3%	1%	?	-1	2
NC(=O)C1CCN(C(=O)C2(NC(=O)Nc3cccc(F)c3)CCCCC2)CC1	-5	-0.5%	-2	1	26%	-3%	2%	1%	0%	-1	-9
CCc1ncc(C)[nH]1	4	0.1%	21	-1	-3%	.	1%	0%	-11%	5	-11
COc1ccc2c(c1)C(=O)N(c1ccccc1OC)C(=O)C2	17	-0.4%	16	-11	?	-5%	-1%	-2%	17%	4	0
C=CCCN(C1CCCC1)S(=O)(=O)c1ccccc1Br	-12	0.0%	-2&2	4&1	0%	-2%	-1%	0%	21%	14	2
CC(C)N(CCc1ccncc1)C(=S)Nc1cccc(Cl)c1	-2	-0.2%	14	-3	8%	-2%	-6%	2%	0%	-1	1
COC(=O)COc1ccc(S(=O)(=O)Nc2ccc(NC(C)=O)cc2)cc1	15	-0.3%	4	0	0%	-4%	1%	-1%	-6%	-4	7
Cc1ccc(C(=O)NC(=S)N2CCN(C)CC2)cc1Br	2	0.3%	-5	-3	0%	-2%	-8%	1%	-5%	0	-8
COc1ccc(-c2ccnc(-c3ccncc3)n2)cc1	2	-0.1%	10	-2	-3%	-2%	-1%	-5%	.	12	0
CC1CCCCC1NC(=O)CN(C)S(=O)(=O)c1cccc2cccnc12 (stereo not given)	6	-1.0%	1	3	0%	0%	-1%	11%	.	5	-10
CCOC(=O)C(=O)NNc1ccc(F)cc1	19	-1.0%	-12	-3	-8%	.	-14%	3%	.	2	-9
COc1cc(CNc2ccc(S(N)(=O)=O)cc2)ccc1OCC(=O)NC1CCCCC1	4	-0.1%	-2	3	-3%	1%	-2%	10%	-11%	2	4
O=S(=O)(c1cccc(C(F)(F)F)c1)N1CCC(c2cc(-c3cccc4ccccc34)n[nH]2)CC1	-5	-0.8%	-7	-5	29%	0%	2%	-1%	-17%	1	2
CCOc1ccc(S(=O)(=O)N2CCN(c3ncccn3)CC2)cc1	-30	-0.4%	5	3	3%	5%	0%[11.5 µM]	-2%	-14%	9	10
CC(C)Cc1ccc(S(=O)(=O)Nc2ccc3[nH]c(=O)[nH]c3c2)cc1	-11	-0.7%	19	0	?	-1%	.	-1%	25%	?	9
COC(=O)c1ccc(CNC(=O)COC(=O)c2cc(Cl)nc(Cl)c2)cc1	1	-0.1%	7	1	5%	-2%	-3%	3%	12%	-3	20
Nc1ccc(S(=O)C(F)(F)F)cc1 (stereo not given)	-13	0.3%	11	3	3%	10%	-1%	0%	-5%	2	-8
Clc1ccc(-c2nnc3n2CCCC3)cc1Cl	11	-1.1%	-22	4	8%	1%	-7%	1%	?	-5	-6
COc1ccccc1/C=C1\SC(=S)N(CCC(=O)Nc2ccc(C(=O)O)c(O)c2)C1=O	-32	0.2%	-5	14	-6%	-10%	.	-1%	?	10	-1
COc1ccccc1N1CCN(C(=S)Nc2cccc(C)c2)CC1	.	0.3%	3	-1	0%	4%	-8%	3%	-1%	9	-1
COc1ccc(-n2c(SCC(=O)Nc3nccs3)nc3c(c2=O)SCC3)cc1	-1	0.0%	16	4	6%	-2%	-1%	2%	12%	-7	2
CCOC(=O)C1=C(COC(=O)Cc2c(F)cccc2Cl)NC(=O)NC1C (stereo not given)	1	0.0%	-2	.	.	.	.	0%	.	17	0
Cc1occc1C(=O)NC1CCCCCCC1	4	-0.5%	6	1	10%	1%	-7%	3%	2%	4	0
COc1ccc(N2C(=O)CCC(C(=O)N(C)C3CCCCC3)C2c2ccc(OC)c(OC)c2)cc1 (stereo not given)	-5	-0.1%	5	3	-4%	0%	12%	1%	-21%	.	-5
CCn1c(SCC(=O)OC)nc2sc3c(c2c1=O)CC(C)(C)OC3	-5	-0.2%	-28	0	?	-2%	3%	-2%	.	19	1
Cc1cccc(NC(=O)c2cc(S(=O)(=O)N3CCC4(CC3)OCCO4)ccc2F)c1	7	-0.5%	11	0	-2%	2%	.	-1%	13%	9	4
Cc1cccc(C)c1NC(=O)CN(C)C(C)C(=O)Nc1ccccc1-c1ccccc1 (stereo not given)	-18	0.0%	-11	7	5%	3%	0%	1%	-7%	-2	-6
Cc1ccc2oc(=O)c3cnn(CC(=O)Nc4ccccc4N4CCN(C)CC4)c3c2c1	35	-0.3%	9	-1	6%	1%	6%	0%	-15%	-1	9
CCn1cc([N+](=O)[O-])c(C(=O)Nc2nc(-c3ccc(C)c(C)c3)c(C)s2)n1	-29	-0.5%	-18	1	-2%	1%	-2%	1%	29%	7	1
CC(C)(C)NC(=O)C(c1ccccc1F)N(Cc1ccco1)C(=O)c1csnn1 (stereo not given)	-3	-0.8%	9	1	-1%	0%	-8%	4%	0%	7	2
Cn1cc(C(=O)N/N=C/c2ccc3c(c2)OCO3)c2ccccc21	-2	0.3%	-5	0	32%[activator]	-1%	3%	1%	.	?	-5
O=S(=O)(NNc1cccc(Cl)n1)c1ccc(Cl)cc1	11	0.5%	-6	-9	-7%	4%	-25%	0%	2%	-3	-28
Oc1[nH]c2ccccc2c1N=NC(=S)N1CCOCC1	3	5.0%	-3	-7	3%	0%	-7%	3%	.	-1	-3

Only part of the results is shown, so the mix of outcomes need not match the whole.
